Insulin prom up – insulin promoter activators in MIN6 cells, imaging, high-content screening, mouse beta cells. MIN6 insulin promoter-GFP reporter; active compounds read high. z-score at 5 µM. 190,000 compounds, 0.3% hits. AID 1625, 2009;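 active means z-score above 3 at 5 µM with at least 500 cells counted in the well; inconclusive means wells under 500 cells, flagged as cytotoxic or low count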
MT stabilize HCS – microtubule stabilizers in HeLa cells, primary screen, imaging, high-content imaging; HeLa tubulin immunostaining HCS, 24 h; share of cells brighter than vehicle mean+2SD; % tubulin-high responders, % at 10 µM; 200,000 compounds, 0.83% hits; AID 2205, 2009;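 active means plate Z-score above 3 for both tubulin-high and condensed-nucleus cell shares, with cell loss under 80%, at 10 µM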;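 further: anti alpha tubulin signal scored within the nucleus-defined area of each cell; some results filed as inactive read as strong as hits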
Autophagy HCS – autophagy modulators in MEF cells, primary screen, imaging, high-content, MEF GFP-LC3 | calls only at 10 µM (by protocol) | AID 463193, 2010 | 190,000 compounds, 0.98% hits | MEF GFP-LC3 puncta imaging; test concentration mostly 10 µM;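 active means percentage of spot-positive cells more than 3 SD above its plate mean, without a fluorescence outlier flag or 80% toxicity; inconclusive means no clear call, values can overlap the other calls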;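 further: spot-positive cell cutoff set from DMSO-treated cells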
Hep lipid drop – inhibitors of hepatocyte lipid droplet formation, primary screen, imaging, high-throughput imaging, BODIPY stain. 240,000 compounds, 0.4% hits. AML12 mouse hepatocytes, oleate lipid droplets. inhibition, % at 6.5 µM;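 active means lipid droplet intensity inhibited by at least 50%, with more than 500 cells counted; inconclusive means wells with under 300 cells, treated as cytotoxic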
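Assay system: AML12 mouse liver cells | Compound: 6.5 µM single-point dosing | Schedule: Overnight exposure | Technique: Fluorescence imaging, 20x objective, two fields per well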
WT yeast gro inh – growth inhibition of WT strain, primary screen, mitochondrial fusion inhibitor project, WT and mutant strains, chemical genetic. 190,000 compounds, 2.1% hits. inhibition, % at 10 µM. AID 1362, 2008. mitochondrial fusion phenotypic screen; in the data active means inhibition above about 58%; tested in S. cerevisiae
b-catenin transl – modulators of beta-catenin nuclear translocation, primary screen, imaging, HeLa cells, immunofluorescence, high-content; nuclear translocation activity, % at 5 µM; 190,000 compounds, 0.3% hits;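 active means nuclear translocation activity above 50% at 5 µM, with a well cell count of 50 or more; inconclusive means wells under 50 cells across six images, flagged as toxic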;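 further: per-cell ratio of nuclear to cytoplasmic median beta-catenin stain intensity; plate controls were DMSO negative control for no effect and GSK-3 inhibitor IX positive control for full effect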
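Read-out: Nuclear/cytoplasmic beta-catenin signal ratio, % activation | Assay system: Human HeLa cell line | Times: 24 h compound exposure at 37°C, 5% CO2 | Signal: Fluorescence imaging of beta-catenin antibody stain plus DAPI | Dosing: 5 µM primary, 0.02–20 µM confirmation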
HEK293 NOD2/NF-kB – NOD2 signaling inhibitors, cell-based, luminescence, uHTS, HEK293 (AID 1566); HEK293 NOD2/NF-kB luciferase reporter, luminescence; higher % means a stronger effect; inhibition, % at 4 µM, or EC50 in µM where a hit was titrated; 290,000 compounds, 0.63% hits; in the data active means inhibition above about 50%; further: many of its hits are not listed in these tables
Yfh1-depleted yeast – enhancers of respiration in Yfh1-depleted yeast, dose response, Friedreich's ataxia, plus single-dose screen (AID 1465). one-dose fold induction at 50 µM; EC50 in µM for titrated hits. 220,000 compounds, 0.074% hits. S. cerevisiae Yfh1-off respiration, WST-1 reduction, 72 h; higher fold induction means a stronger effect;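 active means fold induction of absorbance versus untreated yeast above a set limit, then at least 30% activation at any dose in follow-up; inconclusive means repeats straddling the limit, or above it without dose testing; inactive means fold induction below the set limit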;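 further: activators that raise dye reduction in frataxin-depleted yeast; strong numbers were not always called active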
Dynein cargo inh – inhibitors of GR-EGFP nuclear translocation, primary screen, dynein cargo transport inhibitor project, imaging, high-content, 3617.4 mouse cells; test concentration mostly 20 µM; stimulated with dexamethasone, 1 µM; active compounds read low; z-score, hits read low; 220,000 compounds, 0.47% hits; AID 1381, 2008;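 active means plate z-score of nuclear minus cytoplasmic receptor signal below a set negative limit, without overly bright fluorescence or cell loss, cut at about -3.5 in these data, passing the limit was not always enough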;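 further: z-score of nuclear minus cytoplasmic ring GR-EGFP intensity difference per well; some compounds called inactive have numbers as strong as hits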
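Medium: Induction medium lacking tetracycline, stripped serum | Probe or stimulus: 1.0 µM final dexamethasone stimulus | Schedule: 48 h induction, then 1 h compound, then 30 min agonist, 37 °C | Signal: Automated 10x imaging of fixed Hoechst-stained cells | Evaluation: Per-cell GR-EGFP intensity, nucleus versus surrounding cytoplasmic ring, well-averaged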
WT yeast gro inh mutant strain – second read-out of WT yeast gro inh, no call of its own (marks repeat the call); inhibition, %; mitochondrial fusion phenotypic screen, mutant strain inhibition
Dynein cargo inh cytoplasmic EGFP – second read-out of Dynein cargo inh, no call of its own (marks repeat the call); z-score; measured here: cytoplasmic GR-EGFP intensity; active compounds read high
Dynein cargo inh nuclear GR-EGFP – recorded beside Dynein cargo inh, whose call it bears; z-score; measured here: nuclear GR-EGFP intensity;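 lower value marks the stronger effect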
Dynein cargo inh cell count – recorded beside Dynein cargo inh, whose call it bears; z-score; measured here: cell count per field
Insulin prom up cell count – further read-out of Insulin prom up, marked with its call; cell count; measured here: cytotoxicity, nuclei count;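 total cells summed across four imaged fields per well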
Hep lipid drop cells 6.5 µM – recorded beside Hep lipid drop, whose call it bears; cell count; measured here: cell count, cytotoxicity flag;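 cells counted across two imaged fields per well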
b-catenin transl cell count 5 µM – also measured in b-catenin transl; calls as there; cell count; measured here: cell count, cytotoxicity flag
MT stabilize HCS Hoechst-high % – also measured in MT stabilize HCS; calls as there; % Hoechst-high responders; measured here: nuclear condensation Hoechst responders;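 share of cells brighter than vehicle mean plus two SD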
MT stabilize HCS cytotoxicity % – also measured in MT stabilize HCS; calls as there; toxicity, %; measured here: cytotoxicity by cell density;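 0% = mean cell density of plate MIN control wells and 100% = no cells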
Autophagy HCS cell loss 18 h – second read-out of Autophagy HCS, no call of its own (marks repeat the call); toxicity, %; measured here: cell loss, nuclei count;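 cell loss after 18 h compound exposure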
Numbers without * were called inactive; i = inactive; ? = inconclusive; nt = not tested or not shown.

SMILES	Insulin prom up	Insulin prom up cell count	MT stabilize HCS	MT stabilize HCS Hoechst-high %	MT stabilize HCS cytotoxicity %	Autophagy HCS	Autophagy HCS cell loss 18 h	Hep lipid drop	Hep lipid drop cells 6.5 µM	WT yeast gro inh	WT yeast gro inh mutant strain	b-catenin transl	b-catenin transl cell count 5 µM	HEK293 NOD2/NF-kB	Yfh1-depleted yeast	Dynein cargo inh	Dynein cargo inh cytoplasmic EGFP	Dynein cargo inh nuclear GR-EGFP	Dynein cargo inh cell count
CCCCSc1nc(O)c(C2OC(=O)c3c2ccc(OC)c3OC)c(=O)n1C (stereo not drawn)	nt	nt	3.8	3.3	1.7	i	-6	-8	703	-18	-16	-0.9	1091	14%	i	-0.92	-0.15	-0.23	-0.98
CCOC(=O)/C=C(\C)Sc1cc(O)c2ccccc2c1O	0.69	1078	nt	nt	nt	nt	nt	-36	499	nt	nt	1.0	1289	23%	i	0.79	5.9	1.3	-2.9
COc1ccc(OC)c(/C=N/NC(=O)c2cnccn2)c1	-1.2	983	nt	nt	nt	nt	nt	-5	601	nt	nt	1.7	1284	10%	i	-0.57	-0.26	-0.35	0.43
CCOC(=O)c1sc2ncnc(N3CCN(c4ccc(OC)cc4)CC3)c2c1C	-1.3	1178	2.2	1.5	6.5	i	-1	nt	nt	32	-38	-2.8	904	3%	i	-0.64	-0.22	-0.16	1.7
CS(=O)(=O)c1ccccc1C(=O)NC1CCCc2ccccc21 (stereo not drawn)	-0.32	1288	2.7	1.7	4.1	i	-1	0	690	20	-3	0.3	1109	4%	i	-0.35	0.88	-0.46	0.31
CSC(=NCc1cccnc1)NS(=O)(=O)c1cccs1	0	994	1.9	1.8	2.8	i	-2	3	764	-14	-9	-0.2	1202	9%	i	-0.019	-0.22	-0.22	0.38
CCC(C)(C(=O)NC1CCCC1)N(C(=O)CNC(C)=O)c1ccc(C)cc1 (stereo not drawn)	0.46	1268	3.7	2.4	6.5	i	-4	10	773	4	3	0.2	1062	6%	i	0.36	-0.19	0.77	-0.048
Cc1ccc(S(=O)(=O)/N=C2/NC(=O)/C(=C\c3ccco3)S2)cc1	0.64	1613	2.4	1.6	1.1	i	9	nt	nt	11	-3	3.7	1355	10%	nt	-0.72	-0.22	-0.12	1.1
N/C(=N\OC(=O)c1ccccc1[N+](=O)[O-])c1cccnc1	0.05	1872	3.7	2.1	9.4	i	7	2	635	3	-13	0.2	1064	-24%	i	-0.15	-0.11	-0.22	0.35
CC(C)CCn1c(NCCc2ccccc2)nc2c1c(=O)n(C)c(=O)n2C	-0.57	1047	nt	nt	nt	nt	nt	10	696	10	8	-3.3	1263	22%	i	-0.061	-0.72	0.34	-0.76
Cc1cc(SCCC(=O)O)nc2ccccc12	0.36	1164	2.3	3.3	14	i	-20	nt	nt	nt	nt	-6.7	1073	9%	i	1.8	0.095	1.2	-2.1
CC(C)(C)n1nc2c(c1NC(=O)COc1ccccc1F)CS(=O)(=O)C2	-0.53	1170	2.7	1.3	0.4	i	10	-13	721	9	0	0.6	1175	-16%	i	1.6	-0.14	0.69	-1.6
CCCCNC(=O)COC(=O)c1c2c(nc3ccccc13)/C(=C/c1cccs1)CC2	-0.53	1263	3.5	2.2	8.0	i	-1	-12	688	2	-4	nt	nt	-40%	?	-0.74	0.27	-0.45	0.47
Cc1cccc(NC(=O)COC(=O)c2cc(C)oc2C)c1	-0.25	1256	11	1.1	2.5	i	5	9	708	11	15	-0.5	1097	15%	i	-0.31	-0.27	-0.44	0.58
COC(=O)c1ccc(NC(=O)CSc2nnc(-c3ccccc3)n2C)cc1	0.14	1193	4.0	2.5	2.0	i	-2	9	806	-12	7	1.9	1043	17%	i	-0.11	-0.23	-0.066	-0.13
CS(=O)(=O)Nc1cccc(C2=NN(S(=O)(=O)c3ccc(F)cc3)C(c3cccs3)C2)c1 (stereo not drawn)	0.67	1295	5.4	2.0	5.8	i	7	-17	587	-18	-2	2.6	1208	-11%	i	-0.63	-0.31	-0.69	0.64
C=CCC(NCc1ccco1)c1ccc(OC)cc1 (stereo not drawn)	-0.38	1485	2.5	1.9	2.5	i	2	nt	nt	8	-7	0.4	1385	12%	i	-0.67	-0.23	-1.1	0.42
COc1ccc2sc(N3C(=O)CC(Cc4cccc(C)c4)C3=O)nc2c1 (stereo not drawn)	-0.02	1533	3.5	1.6	6.1	i	-20	nt	nt	13	5	-1.4	1365	17%	i	0.99	-0.22	0.84	0.3
Cc1ccc(CNC(=O)C2CCC(=O)N2CCc2ccccc2)cc1 (stereo not drawn)	0.08	1472	3.4	1.6	6.3	i	-3	nt	nt	21	0	1.8	1437	11%	i	-0.68	-0.12	-1	0.63
O=C(CSc1nc2ccccc2o1)Nc1ccccc1	0.45	1274	2.5	2.7	26	i	1	29	809	2	8	nt	nt	-80%	i	-0.8	-0.25	-0.02	0.2
CC(=O)c1ccccc1NC(=O)COC(=O)/C=C/c1ccc(C)o1	0.36	1192	1.7	2.1	7.9	i	-6	15	705	2	-6	-3.8	1180	4%	i	-0.79	-0.17	-0.57	0.29
COc1cc(/C=C/C(=O)NC(C)C)ccc1OCc1ccccc1	0.71	1371	3.0	2.0	6.4	i	5	-3	645	5	-4	-1.6	493	-3%	i	0.46	-0.23	0.34	-0.46
Cc1cc(-c2ccccc2)n(-c2ccc(C(N)=O)cc2)n1	1.4	1573	4.3	2.4	10	i	3	25	779	-16	-13	-1.7	1053	15%	i	0.55	-0.24	0.21	-0.15
CCn1c2ccccc2c2nnc(SCC(=O)Nc3ccc4c(c3)OCO4)nc21	nt	nt	1.8	1.2	3.8	i	-7	2	693	-5	-1	14	1063	-20%	i	3.2	-0.24	1.2	-0.32
CCC(C)c1ccc(OCCn2cc(/C=N/NC(=O)CSc3nnc(C)s3)c3ccccc32)cc1 (stereo not drawn)	-0.91	659	1.7	1.3	7.7	i	29	10	779	6	-8	2.1	1097	-29%	i	-0.41	0.0072	0.087	0.54
SMILES	Insulin prom up	Insulin prom up cell count	MT stabilize HCS	MT stabilize HCS Hoechst-high %	MT stabilize HCS cytotoxicity %	Autophagy HCS	Autophagy HCS cell loss 18 h	Hep lipid drop	Hep lipid drop cells 6.5 µM	WT yeast gro inh	WT yeast gro inh mutant strain	b-catenin transl	b-catenin transl cell count 5 µM	HEK293 NOD2/NF-kB	Yfh1-depleted yeast	Dynein cargo inh	Dynein cargo inh cytoplasmic EGFP	Dynein cargo inh nuclear GR-EGFP	Dynein cargo inh cell count
CCc1cccc(C)c1NC(=S)NCCc1c(C)[nH]c2ccc(C)cc12	-1.6	1068	3.6	2.0	4.3	i	0	-41	739	62*	-14*	-2.1	548	6%	i	-0.98	-0.21	0.14	0.35
O=[N+]([O-])c1ccc(F)c(N=Cc2ccc(Br)s2)c1	0.19	2185	4.1	2.8	6.8	i	-5	-1	574	6	-22	-1.0	946	1%	i	-0.97	-0.054	0.28	-0.7
COc1ccc(C2(O)CCN(C(=O)c3ccc4c(c3)OCO4)CC2)cc1	0.41	1133	4.9	2.6	8.1	i	29	2	752	2	1	2.2	1144	5%	i	-0.36	-0.23	0.64	0.4
CC(C)c1nnc(NC(=O)C2c3ccccc3Oc3ccccc32)s1	-0.23	1183	2.0	0.9	5.6	i	-1	21	782	0	-19	-0.3	1162	18%	i	0.079	0.013	0.26	0.27
O=C(N/N=C/c1cnc(N2CCCCC2)s1)c1ccc(Cl)cc1	0.27	1395	3.0	1.4	7.6	i	5	0	666	-17	-9	1.0	1496	18%	i	1.1	-0.18	0.76	-0.32
O=C(c1ccc(F)cc1)C1CCN(C(=S)NCC2CCCO2)CC1 (stereo not drawn)	nt	nt	2.7	2.9	3.9	i	17	-1	707	4	-1	1.5	886	3%	i	-0.71	-0.18	-0.65	0.78
Cc1ccc(S(=O)(=O)N2CCC(C(=O)N[C@H](C(=O)NC3CCS(=O)(=O)C3)C(C)C)CC2)cc1 (stereo partly drawn)	0.3	1880	2.3	1.5	7.2	i	-28	-12	644	-5	5	-0.6	1062	4%	nt	-0.48	-0.04	0.23	1.7
O=C(NCCN1CCOCC1)NC1(C(F)(F)F)Oc2ccccc2O1	-0.37	1422	3.9	3.0	4.5	i	15	nt	nt	2	-2	14	1325	-1%	i	-2	-0.047	-0.61	0.22
COC(=O)c1nc(N)sc1-c1ccccc1	0.04	1164	1.7	3.3	12	i	-6	-7	638	0	-19	0.7	1048	1%	i	0.16	-0.17	0.47	-0.037

Sorted by the number under Dynein cargo inh cytoplasmic EGFP (rising): three from the list above
Structure	Dynein cargo inh cytoplasmic EGFP
COc1ccc(C2(O)CCN(C(=O)c3ccc4c(c3)OCO4)CC2)cc1	-0.23
COC(=O)c1nc(N)sc1-c1ccccc1	-0.17
O=C(NCCN1CCOCC1)NC1(C(F)(F)F)Oc2ccccc2O1	-0.047

From PubChem BioAssay

The list is partial, so the mix of outcomes need not match the whole.
